Artemis endo inh = inhibitors of human Artemis endonuclease activity. Q96SD1. recombinant Artemis, quenched FAM hairpin cleavage fluorescence. inhibition, % at 10 µM. actives 0.78% (n = 30,000). AID 686954;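 active means at 10 µM dose, at least 30% inhibition, measured as corrected fluorescence normalized to stimulator and neutral control wells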
Target sequence (Q96SD1 whole entry, looked up): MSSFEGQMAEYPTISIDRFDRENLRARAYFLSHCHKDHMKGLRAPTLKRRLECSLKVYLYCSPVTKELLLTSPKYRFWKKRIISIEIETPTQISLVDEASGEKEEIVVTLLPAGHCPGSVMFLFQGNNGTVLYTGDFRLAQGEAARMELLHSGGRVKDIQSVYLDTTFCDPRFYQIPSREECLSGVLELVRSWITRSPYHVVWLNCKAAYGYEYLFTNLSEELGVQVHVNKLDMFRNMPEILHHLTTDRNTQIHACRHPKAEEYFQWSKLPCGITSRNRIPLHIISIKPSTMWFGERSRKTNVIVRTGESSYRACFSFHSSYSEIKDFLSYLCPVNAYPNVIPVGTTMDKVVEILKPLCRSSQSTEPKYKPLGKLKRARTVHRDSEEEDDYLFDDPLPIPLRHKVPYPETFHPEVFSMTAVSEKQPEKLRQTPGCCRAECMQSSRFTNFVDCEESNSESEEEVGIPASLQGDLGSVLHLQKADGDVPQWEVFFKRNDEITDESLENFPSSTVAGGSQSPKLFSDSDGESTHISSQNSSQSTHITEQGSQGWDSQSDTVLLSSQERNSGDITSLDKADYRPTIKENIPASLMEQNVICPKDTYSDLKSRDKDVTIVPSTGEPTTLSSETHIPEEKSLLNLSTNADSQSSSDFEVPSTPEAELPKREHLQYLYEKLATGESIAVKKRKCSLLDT
Starred values were filed as active, the others as inactive. This is a subset; rates above refer to the full screens.

SMILES | Artemis endo inh
CCOc1ccc2[nH]c(=O)c(C(c3nnnn3Cc3ccco3)N3CCC(C)CC3)cc2c1 (configuration not stated) | 11
Cc1cc(=O)n2[nH]c(-c3ccc(F)cc3)cc2n1 | 2
O=C(COc1ccccc1Cl)NNC(=O)C1CCCO1 (configuration not stated) | -6
Cc1ccc(OCC(O)CNS(=O)(=O)c2ccccc2C(=O)O)cc1 (configuration not stated) | -8
Cc1nn(Cc2ccc(Cl)cc2Cl)c(C)c1NC(=O)Cn1nc([N+](=O)[O-])c(Cl)c1C | -1
COc1ccc(C2Nc3ccccc3C(=O)N2Cc2ccco2)cc1COc1ccc(NC(C)=O)cc1 (configuration not stated) | 3
O=C(O)CCSc1nnc(-c2ccncc2)n1-c1ccccc1 | -3
CCOC(=O)C(N)CSC1CC(=O)N(c2ccc(C(=O)OC)cc2)C1=O (configuration not stated) | -3
CNC(=O)Cn1ncc2c(C)n(Cc3ccc(C)cc3)c(C)c2c1=O | -8
Cn1c2c(c(=O)n(C)c1=O)C(NC(=O)C(C)(C)C)(C(F)(F)F)C(=O)N2 (configuration not stated) | 11
C(=N\c1nc2ccccc2n1CCN1CCOCC1)/c1cccs1 | -9
COc1ccc(OCCNS(=O)(=O)c2ccc3oc4ccccc4c3c2)cc1 | 8
Fc1ccc(CSc2nc3ncccc3[nH]2)cc1 | -6
COc1ccc(CC(=O)Nc2ccc(-c3nc4cc(C)ccc4o3)c(O)c2)cc1OC | 23
COC(=O)Nc1ccc(S(=O)(=O)Nc2ccccc2F)cc1 | 4
CCCc1nc2ccccc2c(=O)n1N | 3
Cc1ccc(C(=O)Nc2ccc3c(c2)OCO3)o1 | -4
CCN(CC)CCn1c2ccccc2c2cnc(N=CN(C)C)c(C#N)c21 | 2
COC(=O)c1nc2n(n1)C(c1ccc(OC)c(OC)c1OC)C1=C(CCCC1=O)N2 (configuration not stated) | -4
O=C(O)c1c[nH]c2ccc(S(=O)(=O)N3CCOCC3)cc12 | 11
CCn1c(NC(=O)C2CCCCC2)nc2ccccc21 | -7
COc1cccc(C(=O)NC(=S)Nc2ccc(N3CCCC3)cc2)c1 | 23
CC1(C)Cc2c(sc3c2C2=NCCN2C=N3)CO1 | 4
C=CCNCC(=O)NN=C(c1ccccc1)c1ccccc1 | 0
COc1ccc2cc(C3(C)NC(=O)NC3=O)ccc2c1 (configuration not stated) | -3
Cc1cc(C(=O)OCC(=O)Nc2ccc(S(=O)(=O)N3CCOCC3)cc2)c(C)o1 | -8
COc1ccc(Oc2nc(C)cc(C)c2S(C)(=O)=O)cc1 | 2
Cc1cc(C)n2c(SCC(=O)N(C)C3CCS(=O)(=O)C3)nnc2n1 (configuration not stated) | 4
CCOC(=O)C1=NNC2(c3ccc(Cl)cc3)C(=O)N(c3cc(C)cc(C)c3)C(=O)C12 (configuration not stated) | 1
C=C1c2cc(OC)ccc2NC(=O)N1CC | -5
CCC(=O)NC(=S)Nc1cccc(NC(=O)CC)c1 | -4
NC(=O)C1(N2CCCCC2)CCN(C(=O)CSc2nc3ccccc3[nH]2)CC1 | -6
CCn1c(SCCC(=O)Nc2ccccc2)nnc1-c1ccc(OC)cc1 | -3
CC(=O)N1CCc2cc(S(=O)(=O)NCCC(=O)Nc3cccc(C)c3C)ccc21 | 0
C=CCn1c(COc2ccccc2)nnc1SCc1ccc(C#N)cc1 | -3
CCOCCSc1nnc2nc(C)cc(C)n12 | 5
C=C(C)c1cccc(C(C)(C)NC(=O)N2CCCC2)c1 | -5
O=C(OCCCCN1C(=O)c2ccccc2C1=O)c1ccc(S(=O)(=O)N2CCCC2)cc1 | 11
Cc1ccnc(NS(=O)(=O)c2ccc(NS(=O)(=O)Cc3ccccc3)cc2)n1 | 0
Cc1ccc(NC(=O)Cc2nn(C)c(=O)c3ccccc23)cc1F | 12
O=C(Nc1cccc(Cl)c1)Nc1ccccc1C(=O)NCc1ccco1 | -6
O=S(=O)(NCC1CC1)c1cccc(S(=O)(=O)N2CCCC2)c1 | -11
CCOC(=O)c1ccccc1NC(=O)Cn1cnc2c(cnn2C(C)(C)C)c1=O | -5
CS(=O)(=O)c1ccc2nc(NC(=O)c3cc4ccccc4o3)sc2c1 | 13
CCN(C(=O)CCS(=O)(=O)c1ccc(Br)cc1)c1ccc2c(c1)OCO2 | -1
COc1ccc(-n2c(SCCC(=O)O)nnc2-c2ccncc2)cc1 | -1
CCOC(=O)CN(C(=O)CSc1nnc(Cc2ccccc2)n1-c1ccc(C)cc1)c1ccccc1 | 11
O=C1c2ccccc2N2C(=O)c3ccccc3[C@H]2N1c1ccccc1 | 7
O=C(Nc1cccc(-c2nc3ncccc3o2)c1)c1cc2ccccc2o1 | 22
COc1ccccc1NC(=O)CN1CCN(CC(=O)Nc2cc(NC(C)=O)ccc2OC)CC1 | -9
CC(C)(C)Nc1nc(N2CCCC2)nc(N2CCCC2)n1 | -2
COC(=O)c1ccsc1NC(=O)CSc1nnnn1Cc1ccccc1 | 4
O=c1c2ccc(Cl)cc2nc(-c2cccc(C(F)(F)F)c2)n1O | 16
O=C(CCC(=O)OCC(=O)c1ccc(F)cc1)NC1CCCCC1 | -5
COc1ccc(OC)c(NC(=O)c2ccc(NC(C)=O)cc2)c1 | -4
CCCc1cc(=O)[nH]c(Nc2cc(OC)ccc2OC)n1 | -8
O=S(=O)(NCCc1csc(-c2ccccc2)n1)c1ccc2c(c1)OCCO2 | -4
O=c1ccc(/C=C/c2ccccc2)nn1Cc1ccc(Cl)cc1Cl | 8
CN(C)c1ccc(C(=O)N2CC(=O)N(CCc3ccccc3)C(=O)C2)cc1 | -5
CCC(c1nnnn1Cc1ccco1)N(Cc1ccccc1OC)Cc1cc2cc(C)ccc2[nH]c1=O (configuration not stated) | 5

Continuation:
Structure	Artemis endo inh
CCCn1c(CCC(=O)Nc2ccccc2Cc2ccccc2)nc2cc(S(=O)(=O)N3CCOCC3)ccc21	4
CCC(C)(C)n1nnnc1C(c1ccc(OC)c(OC)c1)N1CCN(c2ccc(OC)cc2)CC1 (configuration not stated)	6
CCCC(=O)Nc1ccc2nc(SCC(=O)Nc3ccc(N4CCOCC4)c(Cl)c3)sc2c1	0
C/C=C/COc1nc2c(c(=O)n(C)c(=O)n2C)n1C	10
Cc1cc(-c2ccco2)c(C#N)c2nc3ccccc3n12	20
COc1ccc(C(=O)O)cc1S(=O)(=O)Nc1cccc(C(F)(F)F)c1	-8
O=c1c2ccsc2ncn1Cc1cccc(C(F)(F)F)c1	-1
O=C(CCN1CCc2ccccc2C(c2ccccc2)C1)c1ccc2c(c1)OCCO2 (configuration not stated)	-4
C/C(=C1\SC(N2CCOCC2)=NC1=O)c1ccc(C)cc1	-8
O=C(NCc1ccco1)c1scc2c1OCCO2	8
c1ccc(CSc2nnc(-c3sccc3-n3cccc3)o2)cc1	6
CCC1(C)Cc2c(sc3c2c(=O)n(-c2ccccc2)c(=O)n3C)CO1 (configuration not stated)	2
CCN(CC)c1nc(C)c(C(C)=O)cc1C#N	1
CCOC(=O)C1=C(CC)NC2=C(C(=O)CCC2)C1c1ccc(OC)c(OC)c1 (configuration not stated)	-6
Cn1nc(C(=O)N2CCc3ccccc3C2)c2ccccc2c1=O	0
C=Cn1c(N2CCOCC2)nc2c1c(=O)[nH]c(=O)n2C	-2
CCOC(=O)c1c(CN2CCCCC2)n(C)c2ccc(OC)c(S(=O)(=O)c3ccccc3)c12	4
COc1ccc(C2CC(=O)c3sc(N)nc3C2)cc1 (configuration not stated)	1
COCCNC(=O)C(c1ccc(F)cc1)N(CC1CCCO1)C(=O)CCC(=O)Nc1ccccn1 (configuration not stated)	-5
Clc1ccc(-c2nnc3sc(Cc4cccs4)nn23)cc1	2
C=CCn1c(COc2ccccc2)nnc1SCC(=O)C(C)(C)C	-7
Cc1ccc(C)c(OCCCC(=O)Nc2nccs2)c1	-10
Cc1nnc(SCC(=O)N2c3ccccc3CC2C)s1 (configuration not stated)	-5
CC(=O)c1ccc(NC(=O)Nc2cccc(Cl)c2)cc1	-1
Cc1ccc(C(=O)CCC(=O)Nc2cccc(C(F)(F)F)c2)cc1	2
CC(C)NC(=O)NC1C2CC3CC(C2)CC1C3 (configuration not stated)	-7
O=C(Nc1ncc(Cc2cccc(Cl)c2)s1)c1cccs1	24
N=c1nc(-c2ccccc2)ccn1O	6
Cc1cc2ncn(C(=O)N3CCCC3)c2cc1C	-2
COc1ccc(CCNC(=O)CCSc2nc(-c3ccco3)cc(C(F)(F)F)n2)cc1	-4
Cc1ccc(S(=O)(=O)C2(C(=O)Nc3ccc(F)cc3)CC2)cc1	2
COc1ccc(/C=c2/sc3n(c2=O)NC2(c4ccccc4)N(C)C(=O)N(C)C2(c2ccccc2)N=3)cc1 (configuration not stated)	21
COC(=O)Cc1cc(=O)[nH]c(/N=C(\N)Nc2ccc(C)cc2C)n1	-14
C=CCn1cnc2c(NCc3ccccc3)ncnc21	0
Cc1ccc(C(=O)N2CCN(c3ncccn3)CC2)o1	-3
Cc1ccc(C(c2nnnn2C(C)(C)C)N2CCN(C3CCCC3)CC2)cc1 (configuration not stated)	7
Nc1ncc2c(n1)CC(c1ccco1)CC2=O (configuration not stated)	-6
CCn1cc(/C=C2\SC(=O)N(CC(=O)Nc3ccc4c(c3)OCO4)C2=O)c2ccccc21	15
Cc1ccc(S(=O)(=O)/N=C(\c2ccc(Cl)cc2)N2CCOCC2)cc1	7
CCCn1nnnc1SCC(=O)N(C(C)C)C(C)C	-7

Rewritten as labelled records: 4 of the compounds above.
> Cc1ccc(C(=O)N2CCN(c3ncccn3)CC2)o1
  Artemis endo inh: -3
> Cc1ccc(C(c2nnnn2C(C)(C)C)N2CCN(C3CCCC3)CC2)cc1 (configuration not stated)
  Artemis endo inh: 7
> Nc1ncc2c(n1)CC(c1ccco1)CC2=O (configuration not stated)
  Artemis endo inh: -6
> CCn1cc(/C=C2\SC(=O)N(CC(=O)Nc3ccc4c(c3)OCO4)C2=O)c2ccccc21
  Artemis endo inh: 15

Grouped by structure: the compounds so far containing a Cl atom
Structure	Artemis endo inh
O=C(COc1ccccc1Cl)NNC(=O)C1CCCO1 (configuration not stated)	-6
Cc1nn(Cc2ccc(Cl)cc2Cl)c(C)c1NC(=O)Cn1nc([N+](=O)[O-])c(Cl)c1C	-1
CCOC(=O)C1=NNC2(c3ccc(Cl)cc3)C(=O)N(c3cc(C)cc(C)c3)C(=O)C12 (configuration not stated)	1
O=C(Nc1cccc(Cl)c1)Nc1ccccc1C(=O)NCc1ccco1	-6
O=c1c2ccc(Cl)cc2nc(-c2cccc(C(F)(F)F)c2)n1O	16
O=c1ccc(/C=C/c2ccccc2)nn1Cc1ccc(Cl)cc1Cl	8
CCCC(=O)Nc1ccc2nc(SCC(=O)Nc3ccc(N4CCOCC4)c(Cl)c3)sc2c1	0
Clc1ccc(-c2nnc3sc(Cc4cccs4)nn23)cc1	2
CC(=O)c1ccc(NC(=O)Nc2cccc(Cl)c2)cc1	-1
O=C(Nc1ncc(Cc2cccc(Cl)c2)s1)c1cccs1	24
Cc1ccc(S(=O)(=O)/N=C(\c2ccc(Cl)cc2)N2CCOCC2)cc1	7

The list continues.
Structure	Artemis endo inh
O=C1c2ccccc2C(=O)N1Cc1nc2ccccc2c(=O)n1CCCn1ccnc1	0
CC(=O)NC(Cc1ccc(C(C)C)cc1)C(=O)NC1CCN(c2nc(C)cc(C)n2)CC1 (configuration not stated)	8
COc1ccc(C/C(O)=C(\C#N)c2nc3ccccc3[nH]2)cc1OC	-8
CCCCC(c1nnnn1CC1CCCO1)N1CCN(c2cc(Cl)ccc2C)CC1 (configuration not stated)	6
COc1ccc(CN2CCN(C(=O)c3ccco3)CC2)cc1	-6
Cc1cc(=O)c(C(=O)O)cn1Nc1ccc(F)cc1	-9
Cc1onc(-c2c(Cl)cccc2Cl)c1C(=O)Nn1cnnc1	-2
CCCC(=NCC(=O)O)C1=C(O)C(C(=O)OC)C(C)(C)CC1=O (configuration not stated)	-1
COCc1ccc2oc(C(=O)O)cc2c1	5
CC(=O)Nc1sc(C)c(C)c1C(=O)OC1CCOC1=O (configuration not stated)	10
O=C(Cc1ccccc1)N/N=C/c1ccc([N+](=O)[O-])s1	2
Cc1ccc(SC/C(O)=C(\C#N)c2nc3ccccc3n2C)cc1	15
CC(C)N1C(=S)SC(C)(C)C1NO (configuration not stated)	-9
COc1ccc2[nH]c(=O)c(CN(CC3CCCO3)C(=O)Nc3ccccc3OC)cc2c1 (configuration not stated)	17
Nn1cnc2sc3c(c2c1=O)CCC3	-2
COc1ccc(/C=N/NC(=O)CN2CCS(=O)(=O)CC2)cc1	6
Cc1ccc(Cn2nnnc2CN2CCC(NC(=O)c3ccccc3F)CC2)cc1	-2
COc1ccc(NS(=O)(=O)c2ccc(NC(=S)NC(=O)CC(C)C)cc2)cc1	-12
Cc1sc(NC(=O)c2ccc(OCC(C)C)cc2)c(C(N)=O)c1-c1ccc(Cl)cc1Cl	4
COC(=O)c1cc(-c2ccccc2)on1	0
CCOC(=O)C(=O)Nc1nnc(C2CCCCC2)s1	1
CCCc1cc(-n2ccnc2)n2c(nc3ccccc32)c1C#N	-10
CCOC(=O)c1sc(C)c2c1NC(c1ccc(N(C)C)cc1)NC2=O (configuration not stated)	1
CCOC(=O)c1[nH]c2ccc(OCC)cc2c1NC(=O)CN1CCN(c2ccccc2)CC1	-8
COC(=O)c1c(O)ccc(Oc2ccccc2)c1C(=O)OC	-2
CCN(CC)S(=O)(=O)c1ccc(N(C)Cc2cccnc2)nc1	-15
COC(=O)CSC1=C(C#N)C(c2cccc(F)c2)CC(=O)N1 (configuration not stated)	-13
COc1ccc(OC)c(-n2c(N)c(C(=O)NCC3CCCO3)c3nc4ccccc4nc32)c1 (configuration not stated)	-1
Cc1c(Br)c([N+](=O)[O-])nn1CC(=O)NCc1cccs1	-10
Fc1ccc(CSc2nc3ccccc3[nH]2)c2ccccc12	6
Cc1c(C)n(C(=O)CN2CCC(C)CC2)c2ccccc12	1

Assay outcomes: PubChem BioAssay, Sanford-Burnham Center for Chemical Genomics
